# Screening data deposited in PubChem by several laboratories.
# Ecoli tolC: blocks growth of E. coli BW25113 tolC mutant. growth inhibition, % at 10 µM (by protocol). 65,000 compounds, 2.2% hits. AID 573. OD615;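 active = growth inhibition at or above a cutoff equal to the mean over every tested compound plus 3 SD, cut at about 60% in these data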;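 note: growth measured after 20 h incubation at 37 °C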
#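 Test system – E. coli BW25113 ΔtolC::kan, tolC deletion mutant strain · Detection – OD at 615 nm · Buffer or medium – LB with kanamycin 50 µg/mL · Times – 20 h compound exposure of bacteria at 37 °C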
# M1 ag: activates the M1 muscarinic receptor; CHO-M1 cells, Fluo-4 calcium fluorescence, agonist mode; hits give high values; 64,000 compounds, 3% hits; B-score at 10 µM; AID 626;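 active = fluorescence rise, raw or as B-score row- and column-corrected plate score, outside the 99.7% band of its plate's samples, either direction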
# TNAP act mid DEA: activates human TNAP at intermediate phosphate acceptor concentration; purified TNAP, CDP-star luminescence, 100 mM DEA, 30 min; hits give high values; scale: 0 levamisole-inhibited, 1 vehicle-only enzyme; activation factor at 20 µM; 64,000 tested, under 10 active;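 active = activation factor of at least 2 at 20 µM, relative to controls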
# Jurkat viability: reduces viability or proliferation of Jurkat cells; Jurkat E6.1 viability, ATP luminescence, 48 h; inhibition, % at 4 µM; 56,000 compounds, 1.2% hits; AID 463;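 active = inhibition above the mean inhibition of all tested compounds plus 3 SD, cut at about 28% in these data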
# SF1 activator: activates the human nuclear receptor SF-1; activation, % at 10 µM; CHO-K1 Gal4-SF-1 LBD luciferase reporter; % increase over DMSO SF-1-specific signal; Q13285; 65,000 compounds, 1.9% hits;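 active = activation above the mean activation of all tested compounds plus 3 SD, cut at about 50% in these data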
# Target sequence (Q13285 whole entry, looked up, the tested form may be a part): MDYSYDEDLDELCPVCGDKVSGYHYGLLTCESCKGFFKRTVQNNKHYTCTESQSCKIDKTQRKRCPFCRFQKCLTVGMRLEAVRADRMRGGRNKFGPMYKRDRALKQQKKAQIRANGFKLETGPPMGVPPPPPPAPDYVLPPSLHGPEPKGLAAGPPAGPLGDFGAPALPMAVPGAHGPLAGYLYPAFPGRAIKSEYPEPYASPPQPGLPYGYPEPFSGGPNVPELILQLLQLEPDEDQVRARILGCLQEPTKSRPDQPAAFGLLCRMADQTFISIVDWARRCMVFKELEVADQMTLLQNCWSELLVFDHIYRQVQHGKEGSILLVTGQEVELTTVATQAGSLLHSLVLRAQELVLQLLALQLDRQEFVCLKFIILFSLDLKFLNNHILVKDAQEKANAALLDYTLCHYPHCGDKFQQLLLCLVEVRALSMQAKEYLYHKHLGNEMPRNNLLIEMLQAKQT
#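 Assay system: CHO-K1 cells co-transfected with Gal4 DBD–human SF-1 LBD, 5xGal4 luciferase reporter / Input: 4,000 cells per well / Incubation: 20 h compound exposure at 37 °C after 1 h cell settling / Detection: SteadyLite luciferase luminescence / Control set: DMSO negative control and −SF1 background wells / Replication: one test per compound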
# HEK293 NFkB inh: inhibitors of the PMA/ionomycin-induced NF-kB reporter in HEK293 cells; HEK-293 NF-kB luciferase reporter, luminescence; inhibition, % at 3 µM; 62,000 compounds, 0.21% hits; AID 465;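 active = inhibition above the mean of all tested compounds plus 3 SD, cut at about 40% in these data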;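 note: 0% = stimulated DMSO wells and 100% = 10 µM reference inhibitor 5653914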
#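 System – HEK-293 cells with stable firefly luciferase reporter driven by four HIV NF-kB elements · Doses – one dose, 3 µM · Schedule – 1 h compound pre-incubation, 16 h PMA/ionomycin at 37 °C · Technique – luminescence from luciferase substrate reagent · Measure – percent inhibition normalized per plate to DMSO and reference-inhibitor controls · Replicates – tested once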
# D1 mod: D1 dopamine receptor (human) allosteric modulation. P21728. B-score at 10 µM. HEK293 D1, CRE-luciferase, dopamine EC30 potentiation; actives deviate in either direction. 58,000 compounds, 5.9% hits;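 active = luminescence count or its row- and column-corrected plate score outside the 99.7% band of the plate's sample wells, on either side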
# Target sequence (P21728 whole entry, looked up): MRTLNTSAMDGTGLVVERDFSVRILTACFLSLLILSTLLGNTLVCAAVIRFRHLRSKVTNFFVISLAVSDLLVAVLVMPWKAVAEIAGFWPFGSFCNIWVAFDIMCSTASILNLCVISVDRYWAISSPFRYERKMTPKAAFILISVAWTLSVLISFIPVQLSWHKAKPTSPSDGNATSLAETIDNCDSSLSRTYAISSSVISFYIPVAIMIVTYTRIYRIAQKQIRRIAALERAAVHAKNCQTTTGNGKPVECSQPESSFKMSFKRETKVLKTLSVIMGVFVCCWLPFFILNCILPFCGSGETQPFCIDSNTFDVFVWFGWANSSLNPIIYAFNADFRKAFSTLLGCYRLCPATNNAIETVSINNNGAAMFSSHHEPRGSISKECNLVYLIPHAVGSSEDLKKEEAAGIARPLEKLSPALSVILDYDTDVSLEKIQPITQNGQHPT
# NADH coupling: blocks coupling enzymes of NAD/NADH assays. coupled PK/LDH NADH assays, four targets. 65,000 compounds, 0.02% hits. IC50, µM (doses to about 10 µM), inactives show at the highest dose inhibition;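 active = single-dose screening hits from any of four coupled enzyme assays that gave an IC50 when retested across doses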;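 note: the DPM-DC format reads NADH fluorescence rather than 340 nm absorbance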
# M1 antagonist: antagonists of rat M1 muscarinic receptor. P08482. CHO-M1 cells, Fluo-4 calcium, ACh EC80 antagonist mode; hits give low values. B-score at 10 µM. 64,000 compounds, 3.4% hits;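 active = calcium fluorescence response, raw or row-and-column corrected B-score, differing from the plate sample mean either way at a set confidence level, mostly lower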
# Starred values were filed as active, the others as inactive; x = no result given; [ ] = remark or other dose.
SMILES,Ecoli tolC,M1 ag,TNAP act mid DEA,Jurkat viability,SF1 activator,HEK293 NFkB inh,D1 mod,NADH coupling,M1 antagonist
CC(=O)N1C(c2ccccc2)CC(=O)OC1c1ccc2c(c1)OCO2 (configuration not stated),-7.7,1.36,0.9,5.0,-13.4,21.2,-0.153,0.0%,-0.385
COc1ccc(-c2cc(C(F)(F)F)nc(SCC(N)=O)n2)cc1,-3.1,0.0254,x,7.5,-11.1,12.8,0.285,11.0%[fluoresces],-0.338
CCOC(=O)c1cc2sccc2n1CC(=O)c1ccc2c(c1)OCCO2,20.1,-0.719,1,-1.0,-2.5,23.7,-0.731,5.0%,-0.155
CCc1cc(C(=O)OC)c(NC(=O)CCCC(=O)O)s1,7.2,-0.426,0.9,-7.5,-5.7,7.5,-0.199,4.0%,-0.102
CCCCc1n[nH]c2c1C(=O)CC(C)(C)C2,0.3,-0.0197,0.1,-4.7,-13.4,-1.3,0.676,3.0%,0.427
COc1cc(OC)cc(-c2nnc(SCc3cccnc3)o2)c1,6.0,0.185,0.9,3.9,-3.9,27.9,1.14,8.0%,-0.841
O=C(CSc1ccc2nnc(-c3ccccn3)n2n1)Nc1ccc2c(c1)OCCO2,-7.9,0.486,1,2.5,-0.9,18.3,0.826,6.0%,0.0242
COc1ccc(CCC(=O)NCc2ccco2)cc1,-4.9,0.53,0.9,0.2,8.4,21.7,-0.693,5.0%,0.197
Cc1cccc(-c2nnc(N)s2)c1,-16.2,-0.943,0.9,0.5,13.9,6.5,0.0843,8.0%,-0.2
CCOC(=O)c1sc2ncn(C(C)C(=O)OCC)c(=O)c2c1C (configuration not stated),6.8,-0.0408,1,10.9,20.1,-5.7,1.12,9.0%,-0.13
O=C(NCc1cccnc1)c1ccc(Cl)c(Cl)c1,-3.9,-1.87,0.8,-5.5,-21.3,4.5,-0.152,1.0%,0.2
Cc1ccc(-c2oc3ccccc3c(=O)c2O)cc1,-4.8,-0.167,1,3.6,-0.3,-9.5,1.02,3.0%,-0.0819
CSc1nc(=O)n(-c2ccccc2)c(C)c1C(C)=O,-5.7,-0.0171,0.9,-4.0,15.6,23.3,0.219,1.0%,-0.594
CCCCOc1cc(C)nc(NCc2ccccc2)n1,66.8*,0.993,0.9,1.9,15.0,8.5,9.95*,6.0%,-0.232
COc1ccc(NC(=O)C2CCC(=O)N2)cc1 (configuration not stated),-16.2,0.224,0.9,-9.9,4.8,20.5,-0.687,3.0%,0.00873
O=C(c1cnn2cccnc12)N1CCN(c2ccccc2)CC1,-10.9,-0.582,0.9,4.6,26.4,12.6,-1.35,5.0%,0
COc1ccccc1N1CCN(CC(=O)Nc2c(C)n[nH]c2C)CC1,-21.6,-1.16,0.9,-2.0,-3.8,14.3,-0.368,0.0%,-0.15
CC(=O)N1CCN=C1SCc1ccc(C)cc1,-6.0,0.159,0.9,3.3,7.5,-2.2,0.0976,4.0%,0.95
O=C(O)c1ccc(S(=O)(=O)c2ccc3c(c2)C(=O)N(CC2CCCO2)C3=O)cc1 (configuration not stated),-15.7,-0.35,0.9,-7.1,-8.5,15.3,-2.07,0.0%,0.261
O=C(OCc1nc2ccccc2s1)c1cnccn1,-5.5,0.729,0.9,-6.6,54.3*,-12.2,x,4.0%,1.29
Fc1ccc2nc3n(c2c1F)CCCCCC3,11.9,-2.2,1,-3.1,19.7,-6.4,0.545,5.0%,-1.19
O=C(Nc1ccccc1)N(Cc1ccc2c(c1)OCO2)Cc1nc2ccccc2c(=O)[nH]1,5.0,0.526,0.9,-4.0,14.0,3.5,0.507,4.0%,-0.00293
COc1ccc(C2CC3(CC(C)(C)NC(=O)N3)Oc3cc(O)ccc32)cc1 (configuration not stated),26.1,-0.252,0.9,3.0,10.4,5.3,0.942,5.0%,0.0527
Cc1nc(SCC(=O)NCc2ccccc2)c2c(=O)n(C)c(=O)n(C)c2n1,-5.1,-1.73,0.9,4.6,-1.7,24.0,0.283,3.0%,-0.495
CSc1cccc(NC(=O)C2CCCN(S(=O)(=O)c3ccc(F)cc3)C2)c1 (configuration not stated),31.2,-0.412,0.8,-5.2,13.4,10.8,-1.38,6.0%,-0.495

# Part of the list above with just SF1 activator, Jurkat viability and HEK293 NFkB inh:
Molecule,SF1 activator,Jurkat viability,HEK293 NFkB inh
CCOC(=O)c1cc2sccc2n1CC(=O)c1ccc2c(c1)OCCO2,-2.5,-1.0,23.7
COc1ccc(-c2cc(C(F)(F)F)nc(SCC(N)=O)n2)cc1,-11.1,7.5,12.8

# Later entries:
SMILES,Ecoli tolC,M1 ag,TNAP act mid DEA,Jurkat viability,SF1 activator,HEK293 NFkB inh,D1 mod,NADH coupling,M1 antagonist
CN=CC1=C(O)c2ccccc2C1=O,-16.6,-0.267,1,2.5,-4.5,-3.5,x,6.0%,0.0141
CCOc1cc(C)nc(N2CCN(C3CCCCC3)CC2)n1,-8.3,0.18,0.9,-5.0,-13.1,2.9,-0.257,4.0%,-3.29*
CC1CC(=O)Nc2ccccc2S1(=O)=O (configuration not stated),-11.6,-0.0102,0.9,7.1,-0.1,8.7,0.261,6.0%,0.292
O=C(CCn1c(=S)[nH]c2ccccc2c1=O)N1CCOCC1,-3.7,0.125,1,-2.9,-9.3,10.0,-0.0516,3.0%,0.00784
O=C(CSc1nnc(Cc2ccccc2)o1)Nc1ccc(Br)cn1,-1.1,-0.86,0.9,-3.4,12.1,11.2,-0.526,6.0%,-0.108
COc1ccc(S(=O)(=O)N(C)CC(=O)NCc2cccnc2)cc1,-16.7,-0.0271,1,x,2.1,21.8,0.139,3.0%,0.495
Cc1noc(C)c1CSc1nc2ccccc2[nH]1,-0.8,0.681,x,11.4,-8.5,15.5,0.00594,1.0%,-1.43*
CC1CCCCC1NC(=O)CCCc1nc2ccccc2c(=O)[nH]1 (configuration not stated),-23.7,0.194,0.9,-1.4,-6.3,13.2,0.292,3.0%,-0.429
O=C(NCc1ccco1)c1nc2ccccc2s1,7.1,0.6,1,3.8,26.5,17.0,0.813,2.0%,-0.311
COc1ccc(NC(=O)Cn2cccc2)c(OC)c1,-12.3,0.191,0.9,8.4,3.3,6.0,-0.253,4.0%,0.892
COc1ccc(-c2noc(COc3ccc4ccccc4c3Br)n2)cc1OC,-9.5,2.35,0.9,-10.3,-0.6,4.7,3.74*,5.0%,0.269
O=C(CSc1nc2ccccc2c(=O)n1Cc1ccc(C(=O)NC2CC2)cc1)NCc1ccco1,-19.2,0.0431,0.9,x,-8.4,12.3,0.485,8.0%,-0.0864
CN(C)S(=O)(=O)N1CCN(S(=O)(=O)N(C)C)CC1,-18.9,-0.24,1.1,-2.0,1.8,8.9,0.596,3.0%,-0.157
CCC(=O)Oc1ccc(-c2nc(-c3cccnc3)no2)cc1,9.5,x,0.9,2.4,31.0,-1.2,-0.991,7.0%,x
CCCCCn1c(=NC(C)=O)c(C#N)cc2c(=O)n3cccc(C)c3nc21,20.9,5.25*,1,-3.2,-8.0,14.4,0.81,5.0%[fluoresces],0.0393
COc1ccc(OC)c(NC(=O)C2CCCN(S(=O)(=O)c3c(C)noc3C)C2)c1 (configuration not stated),-7.5,-0.635,0.9,-3.6,4.6,11.2,1.19,6.0%,0.314
Cc1ccc(-n2c(=O)c3c4c(sc3n3c(C)nnc23)COC(C(C)C)C4)cc1 (configuration not stated),5.6,1.24,1,x,-12.3,x,x,2.0%,-0.355
COc1ccccc1C(=O)Nc1ccc(S(=O)(=O)Nc2cc(C)on2)cc1,-4.9,0.51,1,x,-4.5,14.9,1.01,2.0%,0.93
O=C(CSc1nnc(COc2ccccc2)o1)NCCc1ccccc1,-3.1,0.0159,0.9,-1.7,-1.3,5.4,0.994,6.0%,-0.529
Cc1nc(-c2ccccc2)sc1C(N)=O,-17.9,-0.552,0.9,-4.2,-2.5,3.5,x,3.0%,-0.0219
COc1ccc(-c2cc(C(F)F)n3ncc(C(=O)N4CCN5CCCC5C4)c3n2)cc1 (configuration not stated),-2.5,x,0.9,x,-11.3,17.0,3.63,9.0%[fluoresces],x
COc1ccc(NC(=O)N2CCCC2C(=O)Nc2ccc(C)c(Cl)c2)cc1 (configuration not stated),14.4,-0.201,0.9,-2.7,1.2,13.5,0.777,5.0%,-0.269
Nn1c(CN2CCCCC2)nc2ccccc2c1=O,-10.1,0.0101,1,-4.0,-14.5,15.1,-0.974,5.0%,0.533
COc1ccc(OC)c(N=C2C(=O)Nc3ccccc32)c1,-13.3,-0.464,1,0.9,-10.2,4.8,-0.578,4.0%,0.342
O=C(CSC1=Nc2ccccc2C2=NC(c3ccccc3)C(=O)N12)NCC1CCCO1 (configuration not stated),-24.6,0.123,0.9,x,-1.8,8.6,0.265,9.0%[fluoresces],0.105
CCN(CC)c1ccc(NC(=O)C2CCCN(S(=O)(=O)c3cccnc3)C2)c(C)c1 (configuration not stated),-0.8,-1.29,0.9,4.2,-1.9,19.1,-0.396,2.0%,0.016
Nc1c(S(=O)(=O)c2ccccc2)c2nc3ccccc3nc2n1/N=C/c1ccco1,29.3,-0.318,0.9,x,-21.4,13.8,x,7.0%,0.0723
CC(OC(=O)c1ccco1)C(=O)NC1CCCCC1 (configuration not stated),-11.2,-0.153,0.8,3.9,-16.0,14.4,-0.778,2.0%,-1.23

# Among those listed so far, these have an aryl thioether with sulfur outside any ring.
SMILES,Ecoli tolC,M1 ag,TNAP act mid DEA,Jurkat viability,SF1 activator,HEK293 NFkB inh,D1 mod,NADH coupling,M1 antagonist
COc1ccc(-c2cc(C(F)(F)F)nc(SCC(N)=O)n2)cc1,-3.1,0.0254,x,7.5,-11.1,12.8,0.285,11.0%[fluoresces],-0.338
COc1cc(OC)cc(-c2nnc(SCc3cccnc3)o2)c1,6.0,0.185,0.9,3.9,-3.9,27.9,1.14,8.0%,-0.841
O=C(CSc1ccc2nnc(-c3ccccn3)n2n1)Nc1ccc2c(c1)OCCO2,-7.9,0.486,1,2.5,-0.9,18.3,0.826,6.0%,0.0242
CSc1nc(=O)n(-c2ccccc2)c(C)c1C(C)=O,-5.7,-0.0171,0.9,-4.0,15.6,23.3,0.219,1.0%,-0.594
Cc1nc(SCC(=O)NCc2ccccc2)c2c(=O)n(C)c(=O)n(C)c2n1,-5.1,-1.73,0.9,4.6,-1.7,24.0,0.283,3.0%,-0.495
CSc1cccc(NC(=O)C2CCCN(S(=O)(=O)c3ccc(F)cc3)C2)c1 (configuration not stated),31.2,-0.412,0.8,-5.2,13.4,10.8,-1.38,6.0%,-0.495
O=C(CSc1nnc(Cc2ccccc2)o1)Nc1ccc(Br)cn1,-1.1,-0.86,0.9,-3.4,12.1,11.2,-0.526,6.0%,-0.108
Cc1noc(C)c1CSc1nc2ccccc2[nH]1,-0.8,0.681,x,11.4,-8.5,15.5,0.00594,1.0%,-1.43*
O=C(CSc1nc2ccccc2c(=O)n1Cc1ccc(C(=O)NC2CC2)cc1)NCc1ccco1,-19.2,0.0431,0.9,x,-8.4,12.3,0.485,8.0%,-0.0864
O=C(CSc1nnc(COc2ccccc2)o1)NCCc1ccccc1,-3.1,0.0159,0.9,-1.7,-1.3,5.4,0.994,6.0%,-0.529
